Screens from PubChem BioAssay.
TGFb inhibitor: qHTS for Inhibitors of TGF-b; HepG2 CAGA-GFP TGF-b/SMAD3 reporter, GFP fluorescence, 18 h; TGF-beta stimulated, 500 pg/mL final; Potency, µM (top dose mostly 46.1 µM), for the others: at the top dose activity, negative = inhibition, hits mostly inhibitors; 1.2% of 410,000 active; further: potency means the concentration at half of the fitted maximal effect; on the % scale 0 is the no-effect control and ±100 the full control effect; nearly all actives have a fitted effect of over 65% in size
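HEPG2 CAGA-GFP cells (1000/well, DMEM with 1% FBS) were pre-incubated 2 h at 37 degrees C, given compound by pin tool, then stimulated with TGF-beta at 500 pg/mL final for 18 h before per-cell GFP fluorescence imaging.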
ATXN viability: Viability Counterscreen for Primary qHTS for Inhibitors of ATXN expression. S2 cells (HEK-293 line with an ATXN2-luciferase reporter) viability, CellTiter-Fluor protease fluorescence, 24 h. Potency, µM (top dose mostly 56.7 µM), hits mostly cytotoxic. 0.49% of 400,000 active. AID 651635, 2014; further: potency means the concentration at half of the fitted maximal effect; nearly all actives have a fitted effect of over 40% in size
A549 viability: Nrf2 qHTS screen for inhibitors: counterscreen for cytotoxicity; A549 ARE-Fluc cells, CellTiter-Fluor viability, 18-24 h; Potency, µM (highest dose often 46 µM), inactives show at the top dose activity change, negative = cytotoxicity, most hits filed as inhibitors; 0.16% of 390,000 active; AID 504648, 2011; further: potency means the concentration at half of the fitted maximal effect; on the % scale 0 is the no-effect control and ±100 the full control effect
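A549 ARE-Fluc cells in 5% FBS OPTI-MEM, 5000 cells/well, rested 2 h then exposed to compounds in concentration-response for 18-24 h at 37 °C. Viability by CellTiter-Fluor fluorescence (Ex 405/Em 525) after 30 min; luciferase luminescence (BugLite, 15 min, RT) read afterwards.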
CCT chaperon mod: High-Throughput Screening for Modulators of Cytosolic Chaperonin Activity. purified chaperonin ATPase assay, HTRF ADP detection, 30 min. activity change, % (test concentration not listed), hits read low. 0.3% of 360,000 active; in the data active means activity change below about -30%; further: on the % scale 0 is the no-effect control and ±100 the full control effect
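TRiC (40 or 20 nM final, by batch activity) in 30 mM Tris pH 7.4, 100 mM KCl, 5 mM MgCl2, 1 mM DTT was treated with compound at 76 uM single dose, then 10 uM ATP, 30 min at 37 °C. ADP was read by HTRF Transcreener.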
Nrf2 inh: Nrf2 qHTS screen for inhibitors. 2.1% of 360,000 active. Potency, µM (titrated, usually from 46 µM), without a hit: at the top dose activity change, negative = inhibition, actives largely listed as inhibitors. AID 504444, 2011. A549 ARE-Fluc reporter, luciferase luminescence, 18-24 h; further: potency means the concentration at half of the fitted maximal effect; on the % scale 0 is the no-effect control and ±100 the full control effect; nearly all actives have a fitted effect of over 60% in size
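Two sequential reads on A549 ARE_Fluc cells exposed to compound for 18-24 h: a CellTiter-Fluor fluorescence read for viability, then a luciferase luminescence read for Nrf2/ARE activity.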
HepG2 tox: qHTS for Inhibitors of TGF-b: Cytotox Counterscreen; Potency, µM (top dose mostly 46.1 µM), inactives show at the highest dose activity change, negative = cytotoxicity, most hits filed as cytotoxic; AID 588856, 2011; 0.76% of 410,000 active; HepG2 CAGA-GFP viability, ATP luminescence, 18 h; further: potency means the concentration at half of the fitted maximal effect; some results filed as inactive show a strong effect at the top dose
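HepG2 CAGA-GFP cells (1000/well, DMEM with 1% FBS) received compound, then TGF-beta at 500 pg/mL final, and were incubated 18 hours at 37 degrees C. Viability was read by CellTiter-Glo luminescence. Media-only wells were set as complete cell-killing and DMSO as no toxicity.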
pAkt inh: HTS Assay for Inhibitors of Akt Phophorylation: Primary Screen | Neuro2A IGF-stimulated pAkt S473 HTRF, 20 min; active compounds read low | activity change, % for hits at 50 µM | 0.32% of 360,000 active; in the data active means activity change below about -80%; inconclusive means mostly about -51% to -80%; further: on the % scale 0 is the no-effect control and ±100 the full control effect
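Neuro2A cells (4,500/well, DMEM with 0.5% FBS) were treated with compound at a single 50 µM final concentration, stimulated with 6 nM IGF for 20 min at 37 °C, and lysed. Phospho-Akt Ser473 was read by HTRF as 665/615 ratio ×10^4.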
Nrf2 activator: qHTS of Nrf2 Activators; AREc32 ARE-luciferase reporter (MCF7-derived line), luminescence, 24 h; Potency, µM (top dose mostly 46.1 µM), inactives show at the top dose activation, hits mostly activators; 0.31% of 410,000 active; AID 624171, 2012; further: potency means the concentration at half of the fitted maximal effect; % of control where 0% means no effect; nearly all actives have a fitted effect of over 65% in size
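Reporter line AREc32 (ARE-Fluc), seeded overnight in OPTI-MEM with 5% FBS; compound pin-transferred, 24 hr at 37 deg C, 5% CO2; luminescent read-out.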
Mm-Cpn inhibitor: Inhibitors of TCP-1 ring complex (TRiC) of Methanococcus maripaludis (MmCpn): qHTS; AID 504842, 2011; Chaperonin Mm-Cpn (Methanococcus maripaludis); 0.031% of 330,000 active; purified Mm-Cpn ATPase, ADP Transcreener TR-FRET; Potency, µM (doses to about 76.9 µM), inactives show at the highest dose activity, negative = inhibition, actives largely listed as inhibitors; further: potency means the concentration at half of the fitted maximal effect; on the % scale 0 is the no-effect control and ±100 the full control effect; nearly all actives have a fitted effect of over 80% in size
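Eu-cryptate anti-ADP/ADP-d2 competition gives a ratio inversely related to ADP. Enzyme at 25 nM was pre-exposed to compound for 10 min, then given 10 uM ATP for 30 min, 37°C throughout.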
Numbers without * were called inactive; i = inactive; ? = inconclusive; nt = no result given. Unless noted, the call rests on the fitted dose curve; in most records, active means well fitted curve in the direction sought with a large enough effect; inconclusive means small, poorly fitted or top-dose-only effect, or another doubt; inactive means no such curve, though single readings can be large; an effect the other way counts as inactive or inconclusive. Rows are unselected; any-hit rate near 4.4%.

Sequence of screens – TGFb inhibitor, ATXN viability, A549 viability, CCT chaperon mod, Nrf2 inh, HepG2 tox, pAkt inh, Nrf2 activator, Mm-Cpn inhibitor
O=C(CC1(CC(=O)N2CCOCC2)CCCC1)Nc1ccc(F)cc1
  17%, i, 3%, -0.7, -3%, 3%, i, 0.0%, 3%
O=C(c1cc(COc2ccc(F)cc2Cl)on1)N1CCCCC1c1cccnc1 (stereo unspecified)
  ?, i, -13%, 1.0, ?, -13%, i, 2.6%, -1%
CC1Cc2ccccc2N1C(=O)CCS(=O)(=O)c1cccc2nonc12 (stereo unspecified)
  14%, i, -2%, 0.2, 1%, -2%, i, 2.1%, -1%
CC(=O)c1ccc(OCC(=O)OC(C)C(=O)NC2CCCCC2C)cc1 (stereo unspecified)
  17%, i, -1%, 0.6, ?, 5%, i, -0.7%, -1%
Cc1ccccc1OC(C)C(=O)NC1CCCC1 (stereo unspecified)
  3%, i, -4%, -1.2, -11%, 13%, i, 0.3%, -2%
CCCCCCCC(=O)Nc1cc(C(=O)NCc2ccc(C)cc2)ccc1N1CCC2(CC1)CC(c1ccccc1)=NO2
  0%, i, -2%, -0.9, 9%, -8%, i, -0.1%, 1%
COc1ccccc1CN(Cc1nc2ccccc2c(=O)[nH]1)C(=O)Nc1ccccc1
  2%, i, -4%, 1.0, 2%, -25%, i, -0.3%, -1%
Cc1ccc(S(=O)(=O)N2CCCC(C(=O)Nc3ccc(NC(=O)c4ccccn4)cc3)C2)cc1 (stereo unspecified)
  0%, i, -1%, 0.8, 18%, 9%, i, 0.7%, -2%
C[C@@H]1CN([C@H](C)CO)C(=O)CCCn2cc(nn2)CO[C@H]1CN(C)C(=O)Nc1cccc(Oc2ccccn2)c1
  11%, i, nt, 2.3, nt, -22%, i, 2.4%, nt
CN(Cc1ccccc1)C(=O)Nc1ccccc1
  2%, i, 0%, -4.0, -11%, -1%, i, 0.1%, nt
CC(S(=O)(=O)c1ccccc1)S(=O)(=O)c1ccccc1
  3%, i, nt, -0.1, nt, 3%, i, -0.9%, nt
C=CCn1c(-c2cccnc2)n[nH]c1=S
  4%, i, 0%, 0.7, 7%, 3%, i, -0.9%, 1%
CC(=O)Nc1cc(ON=C(C)C)cc([N+](=O)[O-])c1
  -4%, i, 2%, 1.8, -19%, 3%, i, 3.0%, 1%
CCOc1ccc(-n2ccc(=O)c(C(=O)Nc3ccc(S(=O)(=O)Nc4ncccn4)cc3)n2)cc1
  26%, i, -2%, 0.3, 11%, 11%, i, -0.3%, -1%
CC1CCC2(CC1)NC(=S)N(c1ccccc1)N2 (stereo unspecified)
  -13%, i, -8%, -3.9, -7%, -14%, i, 2.4%, 0%
COc1ccc(NC(=O)c2cc(C3CCCCN3S(=O)(=O)c3cn(C)cn3)on2)c(C)c1 (stereo unspecified)
  19%, i, nt, -4.4, nt, 0%, i, -1.0%, nt
Clc1ccc(-c2nnc(N3CCCC3)nn2)cc1
  -7%, i, -2%, 1.0, ?, 16%, i, 0.9%, 1%
CCOc1ccccc1C(=O)N/N=C/c1coc2ccc(C)cc2c1=O
  0%, i, 0%, -4.4, 9%, -3%, i, 8.3%, 2%
O=C(Nc1ccc2nc(-c3cccs3)c(-c3cccs3)nc2c1)N1CCCCC1
  2%, nt, 14%, nt, 18%, 6%, nt, nt, nt
COc1ccc2c(CNCc3ccc(C)o3)c(C(=O)O)n(Cc3ccccc3)c2c1
  0%, ?, -21%, nt, 2%, 4%, nt, 8.1%, nt

Only CCT chaperon mod, for some of the entries so far:
Compound | CCT chaperon mod
CC(S(=O)(=O)c1ccccc1)S(=O)(=O)c1ccccc1 | -0.1
C=CCn1c(-c2cccnc2)n[nH]c1=S | 0.7
CC(=O)Nc1cc(ON=C(C)C)cc([N+](=O)[O-])c1 | 1.8
CCOc1ccc(-n2ccc(=O)c(C(=O)Nc3ccc(S(=O)(=O)Nc4ncccn4)cc3)n2)cc1 | 0.3

Remaining list, next part
Sequence of screens – TGFb inhibitor, ATXN viability, A549 viability, CCT chaperon mod, Nrf2 inh, HepG2 tox, pAkt inh, Nrf2 activator, Mm-Cpn inhibitor
O=C(O)CCCCCCCCCCCc1ccccc1
  9%, i, 1%, -1.0, -11%, -6%, i, 0.1%, 1%
COc1cc(C(=O)NCCSc2ccc(Cl)cc2)cc(OC)c1OC
  -3%, i, -7%, -0.4, -3%, -25%, i, -1.3%, 1%
Cc1c(OCC(=O)C(C)(C)C)ccc2c(-c3ccccc3)cc(=O)oc12
  ?, i, -1%, 0.2, ?, -41%, i, 0.0%, -1%
Cc1ccc(-c2cc3nc(-c4ccc(Br)cc4)cc(N)n3n2)cc1
  ?, i, 2%, -0.6, -26%, -31%, i, 4.2%, -10%
COC(=O)c1c(C(=O)OC)c2oc3ccccc3n2c1Cl
  0%, i, -1%, 0.1, nt, -20%, i, 2.7%, 1%
COC(=O)CCCC[C@@H]1SC[C@@H](NC(=O)OC)[C@@H]1NC(=O)OC
  0%, i, -6%, -1.4, -7%, 4%, i, -1.0%, 1%
COc1ccc(/C=N\NC(=O)c2ccc(=O)[nH]n2)cc1O
  -1%, i, 3%, 0.0, -2%, -12%, i, 0.3%, 1%
COc1ccc(N(C(=O)CNC(=O)c2ccco2)C(C(=O)NCC2CCCO2)c2ccccc2)cc1 (stereo unspecified)
  4%, i, 3%, -4.7, 3%, 1%, i, -0.7%, 0%
C=CCC(Nc1ccccc1)c1cccc(OC)c1OC (stereo unspecified)
  -16%, i, 7%, -1.6, ?, 0%, i, -0.4%, 1%
Cc1nnc(Sc2cc(C(=O)NCCCOC(C)C)c3ccccc3n2)s1
  5%, i, 3%, 0.4, -5%, 0%, i, 4.8%, 0%
Cc1ccc(NS(=O)(=O)c2ccc(C(=O)NCc3ccncc3)cc2)cc1
  -5%, i, 0%, 1.6, ?, -10%, i, -0.3%, -2%
CCCCCCOC(=O)/C=C/c1c(C)[nH]c(=O)[nH]c1=O
  3%, i, -20%, -0.1, -9%, 9%, i, 0.4%, -4%
O=C(NNC(=O)c1nn(-c2ccc(F)cc2)ccc1=O)Nc1cccc(Cl)c1
  17%, i, 0%, 0.0, 6%, 7%, i, 0.2%, 1%
Cc1[nH][nH]c(=O)c1C(c1ccc([N+](=O)[O-])cc1)c1c(C)[nH][nH]c1=O
  -1%, i, 11%, -1.2, 3%, -11%, i, 0.0%, 1%
COCCn1c(=NC(=O)C2COc3ccccc3O2)sc2cc(S(N)(=O)=O)ccc21 (stereo unspecified)
  ?, i, -12%, 0.1, -27%, 2%, i, 0.1%, -12%
Cn1c(C(O)c2ccc3c(c2)OCO3)nc2ccccc21 (stereo unspecified)
  -22%, i, -2%, 0.5, nt, -7%, i, 0.3%, -9%
Cc1ccc(Cl)cc1N(C(=O)c1csnn1)C(C(=O)NC1CCCC1)c1ccco1 (stereo unspecified)
  20%, i, -6%, -2.3, -10%, -2%, i, -0.4%, -1%
CCC(=O)N1CCN(c2ccc(NC(=O)c3ccc(N4CCCC4)c([N+](=O)[O-])c3)cc2)CC1
  -3%, i, -7%, 2.9, -1%, 12%, i, -0.5%, 2%
CCOC(=O)N1CCN(S(=O)(=O)c2cccc3nsnc23)CC1
  ?, i, 7%, -0.4, nt, 8%, i, 0.0%, 1%
Cc1cccc(-c2c3c(nc4c2c(=O)n(C)c(=O)n4C)-c2ccccc2C3O)c1 (stereo unspecified)
  7%, ?, -12%, -1.2, -18%, 6%, i, 0.2%, nt
Cc1ccc(S(=O)(=O)NC(=O)Nc2cccc(C)n2)cc1
  0%, i, 0%, -1.7, 4%, -8%, i, -0.6%, -6%
COCCNC(=O)CCn1nc(-c2ccc(C)cc2)ccc1=O
  -8%, i, 7%, 0.0, -4%, -7%, i, -0.8%, 0%
CN(C)CCOC(=O)C12CC3CC(C1)CC(C(=O)OCCN(C)C)(C3)C2
  9%, i, -4%, -3.3, -11%, 13%, i, -0.4%, 1%
COc1ccc(C(C(=O)NC(C)(C)C)N(C(=O)CCC(=O)Nc2cc(C)on2)c2ccc(C)c(C)c2)cc1 (stereo unspecified)
  0%, i, -14%, -0.7, 24%, -33%, i, -0.5%, 0%
Cn1nc(C(=O)Nc2cccc(C(F)(F)F)c2)c2c1-c1ccccc1S(=O)(=O)C2
  0%, i, 0%, nt, 13%, 0%, nt, 3.6%, nt
COc1ccccc1C1NC(=O)c2ccccc2O1 (stereo unspecified)
  -4%, i, -1%, -4.4, -7%, 3%, i, -0.7%, -2%

Some of the entries so far, as tab-separated lines.
structure	TGFb inhibitor	ATXN viability	A549 viability	CCT chaperon mod	Nrf2 inh	HepG2 tox	pAkt inh	Nrf2 activator	Mm-Cpn inhibitor
CN(Cc1ccccc1)C(=O)Nc1ccccc1	2%	i	0%	-4.0	-11%	-1%	i	0.1%	nt
CC(S(=O)(=O)c1ccccc1)S(=O)(=O)c1ccccc1	3%	i	nt	-0.1	nt	3%	i	-0.9%	nt

Arranged by the number under TGFb inhibitor (lowest first): four of the compounds above.
Structure	TGFb inhibitor	CCT chaperon mod	pAkt inh	Mm-Cpn inhibitor
CC(=O)Nc1cc(ON=C(C)C)cc([N+](=O)[O-])c1	-4%	1.8	i	1%
Cc1[nH][nH]c(=O)c1C(c1ccc([N+](=O)[O-])cc1)c1c(C)[nH][nH]c1=O	-1%	-1.2	i	1%
Cc1ccc(S(=O)(=O)N2CCCC(C(=O)Nc3ccc(NC(=O)c4ccccn4)cc3)C2)cc1 (stereo unspecified)	0%	0.8	i	-2%
O=C(Nc1ccc2nc(-c3cccs3)c(-c3cccs3)nc2c1)N1CCCCC1	2%	nt	nt	nt
